L929 necroptosis: L929 zVAD cell death inhibition. L929 zVAD necroptosis rescue, ATP luminescence, 24 h; with zVAD 60 µM. viability rescue, % at 10 µM. hit rate 0.38% among 220,000;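 active = activation, scaled between plate controls, above about 75%, limit read from the data; inactive = activation under that limit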;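 also: 0% = zVAD with DMSO and 100% = DMSO alone without zVAD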
FXIa inh: inhibitors of human coagulation factor XIa; inhibition, % at 5 µM; purified FXIa, Boc-Glu-Ala-Arg-AMC fluorogenic substrate; hit rate 0.14% among 220,000;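 active = inhibition of at least 40%; inactive = inhibition below 40%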;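 also: fluorescence of freed AMC excited at 355 nm; 0% = enzyme without compound and 100% = no enzyme blank; many of its hits are not listed in these tables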
Target sequence (P03951 19-387 limits assumed): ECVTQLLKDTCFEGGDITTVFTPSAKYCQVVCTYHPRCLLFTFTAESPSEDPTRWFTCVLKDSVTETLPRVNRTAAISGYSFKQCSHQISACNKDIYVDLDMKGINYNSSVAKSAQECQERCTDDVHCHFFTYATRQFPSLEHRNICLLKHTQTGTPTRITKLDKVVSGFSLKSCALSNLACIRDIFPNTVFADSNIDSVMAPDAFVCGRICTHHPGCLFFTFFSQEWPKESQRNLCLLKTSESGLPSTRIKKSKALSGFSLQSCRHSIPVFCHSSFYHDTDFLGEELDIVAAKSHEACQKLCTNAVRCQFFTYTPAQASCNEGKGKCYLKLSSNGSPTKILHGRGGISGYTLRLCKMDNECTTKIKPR
Target sequence (P03951 388-625 limits assumed): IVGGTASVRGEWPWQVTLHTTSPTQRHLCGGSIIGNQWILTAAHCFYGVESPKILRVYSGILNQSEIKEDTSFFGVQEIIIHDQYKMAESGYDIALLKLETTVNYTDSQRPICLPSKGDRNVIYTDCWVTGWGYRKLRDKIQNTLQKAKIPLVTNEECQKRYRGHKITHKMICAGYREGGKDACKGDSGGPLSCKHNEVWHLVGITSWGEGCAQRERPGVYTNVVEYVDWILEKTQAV
KLK5 inh: kallikrein 5 (human) inhibition; recombinant hK5, fluorogenic AMC substrate cleavage; Q9Y337; inhibition, % at 5 µM; hit rate 0.59% among 210,000; AID 873;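 active = inhibition of 40% or more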;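 also: 0% = enzyme controls without compound and 100% = no-enzyme blanks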
Thrombin inh: inhibitors of human thrombin | alpha-thrombin, Boc-VPR-AMC fluorogenic substrate cleavage | P00734 | AID 1046 | inhibition, % at 5 µM | hit rate 0.26% among 220,000;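 active = inhibition at or above 40%; inactive = inhibition below 40%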;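 also: 0% = enzyme with no compound and 100% = wells without enzyme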
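Material: human alpha-thrombin enzyme / Medium: pH 7.5 Tris (50 mM) with NaCl 150 mM, Tween 20 0.05% / Compound: single-point dosing at 5 µM, 0.2% DMSO / Incubation: enzyme reaction carried out at room temperature / Detection: AMC fluorescence, 355/460 nm / Read-out basis: percent inhibition scaled between no-compound controls and no-enzyme blanks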
Cl transport mod: modulates chloride dependent transport by human KCC2. AID 1456. Q9H2X9. B-score of Tl+ flux slope (higher = more flux/activation; lower = inhibition) at 10 µM. hit rate 2.2% among 190,000. KCC2 cells, thallium flux FluoZin-2 fluorescence;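 active = thallium flux slope and its plate-corrected score both differing from the plate sample mean at a set confidence after two filtering rounds, in either direction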;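 also: slope of fluorescence scaled to starting intensity during 10 to 20 s after thallium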
Hck Nef HTS: human Hck-Nef kinase inhibition. P08631. Recombinant Hck-YEEI plus Nef, Z-Lyte FRET kinase assay. inhibition, % at 20 µM. hit rate 0.68% among 220,000. AID 463187;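 active = Hck-Nef kinase inhibition above about 50%, limit read from the data; inactive = inhibition below that limit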;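 also: 0% = DMSO with Hck plus Nef and 100% = Hck alone without Nef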
Rad51 HR inh: blocks human Rad51 in homologous recombination. Q06609. inhibition, % at 10 µM. hit rate 0.085% among 200,000. hRad51 DNA strand exchange, fluorescence dequenching. AID 1385;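 active = inhibition above 40% at the single screening dose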;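 also: 0% = DMSO control wells and 100% = blanks with heterologous ssDNA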
Target sequence (Q06609 whole entry, looked up): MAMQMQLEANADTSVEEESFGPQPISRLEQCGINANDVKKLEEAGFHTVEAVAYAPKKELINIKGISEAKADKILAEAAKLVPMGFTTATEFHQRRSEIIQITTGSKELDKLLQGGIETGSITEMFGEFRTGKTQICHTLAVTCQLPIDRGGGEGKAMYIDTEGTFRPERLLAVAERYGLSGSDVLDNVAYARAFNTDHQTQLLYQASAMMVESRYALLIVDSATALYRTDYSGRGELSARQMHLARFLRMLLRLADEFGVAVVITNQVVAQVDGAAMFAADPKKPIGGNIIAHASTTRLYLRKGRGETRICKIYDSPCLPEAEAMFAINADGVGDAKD
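Assay system: Human Rad51 nucleoprotein filaments preassembled on unlabelled ssDNA | Reagent: Donor/quencher-labelled 47-bp dsDNA substrate | Doses: One concentration, 10 µM final | Times: 37 °C 15-min filament assembly, 30-min compound preincubation, 15-min exchange | Technique: Fluorescein emission 520 nm, excitation 485 nm | Benchmarks: Plate control and blank wells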
FXIIa inh 1536: factor XIIa (human) inhibition; hit rate 0.3% among 220,000; purified FXIIa, Boc-QGR-AMC fluorogenic substrate, 2 h; inhibition, % at 5 µM; P00748; in the data active = inhibition above about 40%;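 also: 0% = enzyme with no compound and 100% = blank without enzyme; many of its hits are not listed in these tables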
TNF necrop inh: inhibitors of TNF-alpha induced necroptosis in Jurkat FADD-/- cells; hit rate 0.068% among 220,000; Jurkat FADD-/- TNF necroptosis rescue, ATP luminescence, 24 h; 0 = TNF only, 100 = no-TNF cells; activation (protection from cell death), % at 10 µM;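 active = activation, meaning protection from cell death, of at least 50% relative to plate controls; inactive = activation below 50%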;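 also: necroptosis triggered by 40 ng/mL TNF-alpha added together with compound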
Numbers without * were called inactive; . = not tested or not shown.

SMILES	L929 necroptosis	FXIa inh	KLK5 inh	Thrombin inh	Cl transport mod	Hck Nef HTS	Rad51 HR inh	FXIIa inh 1536	TNF necrop inh
Cc1ccc(-c2csc3ncnc(N4CCc5ccccc5C4)c23)cc1	2.2	-6	-6	-7	-0.43	-3	6	-2	1.5
C#CCOCCOCCOCCNc1nc(N2CCOCC2)nc(N2CCN(C(=O)[C@H]([C@@H](C)CC)n3cc([C@@H](N)CO)nn3)CC2)n1	0.9	-5	-2	-2	-0.17	0	3	3	0.5
O=C1C=C(N2CCOCC2)C2(CCCCC2)O1	0.1	-3	4	-16	0.01	25	-5	4	-0.2
COc1cc(S(=O)(=O)NC(C)C)ccc1Cl	0.9	-15	8	2	.	2	-1	10	1.8
Cc1ccccc1C(=O)NC1CCN(C(=O)N2CCOCC2)CC1	.	13	2	4	-1	-4	1	20	1.2
Cc1ccc(NC(=O)C2CC(=O)NC(Nc3cccc(C)c3)=N2)cc1 (stereo not drawn)	-0.3	1	23	2	-0.012	1	4	-2	-1.0
CSc1nc(=S)n(Cc2ccccc2)c(C)c1C(C)=O	-0.6	6	-13	-6	2.1	2	4	12	0.3
Cc1cc(C)cc(NC(=O)CSc2cc(C(=O)c3nccn3C)c3ccccc3n2)c1	0.2	-6	-19	-12	1	3	5	-6	1.2
CCOc1cc(CNCCO)cc(Br)c1OCc1ccccc1Cl	63	4	-1	1	0.56	0	6	13	-19
CCC(=O)c1ccc(Oc2ccc(C(=O)c3ccc(C)cc3)cc2[N+](=O)[O-])cc1	.	2	-7	3	0.78	-14	.	12	-2.1
CC(=O)CSc1nnc(Cc2ccc([N+](=O)[O-])cc2)o1	0.0	4	-1	4	1.2	-1	14	17	-5.5
O=C(Nc1nc2c(s1)CCCC2)c1cccs1	3.9	1	-1	-5	.	0	4	12	-5.3
CCC(CC)C(=O)Nc1cccc(C(=O)NC(C)(C)C)c1	4.4	-4	0	3	-0.74	-6	3	5	1.1
CC(C)(C)NC(=O)CN(C(=O)CS(=O)CC(=O)Nc1ccc(F)cc1)c1ccccc1 (stereo not drawn)	0.6	-4	-19	0	-3.4	1	-1	14	1.5
COC(=O)c1ccc(S(=O)(=O)N2CCC(O)CC2)n1C	0.7	-4	4	-4	-0.44	-4	.	3	0.3
Cc1ccc(NC(=O)c2c(C(F)(F)F)nn(C)c2SCc2ccc(Cl)cc2)cc1C	0.7	-9	3	-4	-1.3	1	-1	-5	-2.4
CCc1noc(C)c1C(=O)N1CCCC(C(=O)c2cc(F)ccc2OC)C1 (stereo not drawn)	-0.2	-1	.	-4	0.52	-1	-41	9	0.3
CCOC(=O)N1CCC(=NNC(=O)c2cc3ccccc3cc2O)CC1	0.5	-3	-11	-3	0.26	1	.	3	-1.5
CC(=O)Oc1ccc(C(=O)Nc2ccccc2C(=O)NCC(C)C)cc1	0.3	2	-9	0	0.61	-1	16	14	1.3
O=C(c1ccc(NC(=S)NCc2ccco2)cc1)N1CCOCC1	1.1	-6	-9	-4	0.4	2	-11	1	0.4
COc1cc(C(=O)N2CCC(NC(=O)C(Cc3ccc(C)cc3)NC(C)=O)CC2)cc(OC)c1OC (stereo not drawn)	0.1	-10	-26	-4	1.3	0	5	11	-1.8
CCn1c(=O)cc(SCC(=O)N2CCN(c3ccccn3)CC2)c2ccccc21	1.7	7	-12	0	-2.2	-2	.	11	-3.7
COc1ccc(NC(=O)Nc2nc3c(s2)CCCC3)cc1	79*	-6	-8	-7	0.55	39	6	2	7.8
COc1ccccc1CNC(=O)c1cn(C)c2ccc(S(=O)(=O)N3CCCC3)cc2c1=O	1.6	-4	-6	45*	-0.041	18	21	6	1.3
COc1cc(-c2nc3ccccn3c2/N=C/c2ccc(F)cc2)ccc1O	0.5	4	.	-1	0.36	13	.	7	-1.5
CSCCC(NC(=O)c1ccco1)C(=O)OC(C)C(=O)NC(=O)NC1CCCCC1 (stereo not drawn)	-0.1	-5	-7	-6	0.014	0	-3	3	-0.8
Cc1ccc(N2CC(C(=O)Nc3ccc(S(=O)(=O)N4CCCC4)cc3)CC2=O)cc1 (stereo not drawn)	0.5	1	-15	1	.	-2	-2	13	0.2
O=C(COc1ncnc2cc(Cl)ccc12)c1ccccc1	1.4	-5	-5	-8	0.58	14	4	1	19
COc1ccc2c(c1)c(=O)oc1cc(OCC(=O)N3CCC(C)CC3)ccc12	-0.8	0	-4	0	0.49	-1	-2	7	-1.0
O=C(Cn1cc2c(n1)CCCCC2)NCc1cccs1	0.8	2	2	-2	0.1	8	5	3	0.6
CC1(C(=O)Nc2nnc(SCc3ccccc3)s2)Cc2ccccc2C(=O)O1 (stereo not drawn)	0.0	-2	-21	-2	.	2	-4	13	0.8
Cc1ccc(C2(c3noc(CN(C)Cc4cccnc4)n3)CCCC2)cc1	-0.2	3	.	2	.	5	17	4	-2.3
CCC(C(=O)NCCN1CCN(C)CC1)n1c(C)c2cnn(-c3ccccc3)c(=O)c2c1C (stereo not drawn)	1.3	1	-1	0	-0.026	0	1	6	1.3
Cc1cccc(N=N/C(=C\O)C(=O)c2ccc(Br)cc2)c1	2.3	2	0	4	0.87	22	-6	5	-0.2
COc1ccc(C2CC(c3cccs3)=NN2C(=S)Nc2ccccc2)cc1OC (stereo not drawn)	0.1	21	-4	-5	0.39	1	-8	26	-1.7
O=C(CSCc1ccccc1)Nc1nccs1	0.1	0	-22	-2	0.82	2	4	7	0.2
CC(=O)NC(c1ccccc1)c1cc([N+](=O)[O-])c2cccnc2c1O (stereo not drawn)	0.3	2	8	3	-1.4	23	-8	8	-3.6
c1ccc(-c2cn3c(n2)SCC3)cc1	-0.1	10	-6	-4	0.76	5	-2	19	-0.3
COc1ccc(-c2nnn(CC(=O)c3c[nH]c4ccccc34)n2)cc1OC	-0.5	-18	-8	-5	0.56	0	-2	0	-3.8
Oc1ccc(-c2nc(=S)[nH][nH]2)cc1	-0.7	5	-12	0	0.21	7	4	13	-1.1
O=c1c2sc(-c3ccccc3)cc2nc2n1CCCCC2	3.4	9	-3	-2	-0.92	15	5	2	5.7
CC1(C)S/C(=N/N=C/c2ccco2)NC1=O	-0.3	3	-4	-6	0.076	1	0	7	0.6
CCc1ccc2c(CN3CCc4cc(OC)c(OC)cc4C3)cc(=O)oc2c1	.	6	-12	-5	-0.85	6	-23	11	1.3
Cc1cc(NC(=O)COC(=O)C2=COCCO2)c([N+](=O)[O-])cc1C	2.6	-5	-6	3	-0.045	16	0	-2	1.6
Cc1cccc(N2CC(C(=O)Nc3ccc4c(c3)OCO4)CC2=O)c1C (stereo not drawn)	0.1	0	-3	0	0.059	-1	-1	8	-1.0
NC(=O)N/N=C/c1cc(F)cc(F)c1	0.7	-5	-5	-4	0.61	0	-7	3	0.4
Cc1ccc(NC(=O)CS(=O)CC(=O)N(c2ccc(C)cc2)C(C)C(=O)NC2CCCCC2)cc1 (stereo not drawn)	-0.1	-8	-11	-3	1.7	-1	3	2	-3.4
Clc1ccc(Sc2cc(N3CCOCC3)nc(-c3ccccc3)n2)cc1	-0.3	-2	2	-2	-1.9	-1	-2	5	-1.2
Cn1c(=O)c2c(nc(SCCN3CCOCC3)n2Cc2ccccc2Cl)n(C)c1=O	-0.5	3	-3	1	0.0025	0	3	19	-0.3
Nc1nonc1-n1nnc(C(=O)N/N=C/c2ccc(O)cc2)c1COc1ccc(F)cc1	0.0	5	9	4	0.0045	20	22	13	5.0
O=C(Nc1ccc(N2CCOCC2)cc1)Nc1ccc(Cl)c(Cl)c1	0.0	0	-16	2	-1.3	1	-2	16	5.1
CN(CC(=O)Nc1ccccc1C(F)(F)F)C(=O)COc1ncnc2sccc12	1.1	2	-6	10	0.35	1	4	0	-0.4
CC1=CC=CC2=NC(=O)CC(C)(C(=O)N(CC(=O)NC(C)C)C3CCCC3)N12 (stereo not drawn)	0.4	-3	-69	-2	0.21	1	5	-4	0.1
CN1C2=CC=CC=CC2=[N+](C)C12C=CC(=[N+]([O-])[O-])C=C2[N+](=O)[O-] (stereo not drawn)	0.0	2	3	-1	0.11	-11	17	6	-1.7
O=C(NCc1ccccn1)c1cc(Br)ccc1Cl	1.4	2	4	-4	0.0084	-19	-1	.	2.5
CN1CCN(c2ccccc2NC(=O)c2cc3c(s2)-c2ccccc2OC3)CC1	2.2	1	2	-1	-2.6	24	17	10	-3.1
COc1ccc(CC(=O)NNC(=S)Nc2ccccc2)cc1Br	0.5	3	-244	1	.	3	-2	12	-0.8
CCC/C=N/NC(=O)c1cccc(Br)c1	1.9	-7	-17	0	1.5	119*	5	1	0.9
S=c1[nH]nc(-c2cccnc2)n1/N=C/c1ccco1	1.6	-6	-5	-4	0.26	15	.	-2	0.0
CCn1c(=O)c2c(nc3n2CCCN3c2cccc(C)c2)n(C)c1=O	1.2	-7	2	-3	0.1	15	8	2	1.1

In the list so far, 2 have a tert-butyl group.
SMILES	L929 necroptosis	FXIa inh	KLK5 inh	Thrombin inh	Cl transport mod	Hck Nef HTS	Rad51 HR inh	FXIIa inh 1536	TNF necrop inh
CCC(CC)C(=O)Nc1cccc(C(=O)NC(C)(C)C)c1	4.4	-4	0	3	-0.74	-6	3	5	1.1
CC(C)(C)NC(=O)CN(C(=O)CS(=O)CC(=O)Nc1ccc(F)cc1)c1ccccc1 (stereo not drawn)	0.6	-4	-19	0	-3.4	1	-1	14	1.5

New compounds follow.
SMILES	L929 necroptosis	FXIa inh	KLK5 inh	Thrombin inh	Cl transport mod	Hck Nef HTS	Rad51 HR inh	FXIIa inh 1536	TNF necrop inh
Cn1c(Cc2ccc3c(c2)OCO3)nnc1SCC(=O)N1CCc2ccccc2C1	-0.1	-4	-10	-16	0.7	3	-5	28	2.2
CS(=O)(=O)N1CCC(C(=O)Nc2ccc(OCc3ccccc3)cc2)CC1	0.7	0	-5	3	.	1	1	14	0.3
O=[N+]([O-])c1ccccc1Oc1cnc2ccccc2n1	2.4	0	2	-3	0.19	24	8	5	-0.1
C[N+]1=C(/C=C/Nc2ccccc2Cl)C(C)(C)c2ccccc21	0.8	4	-3	-2	-2.3	1	.	8	0.5
CCC1CCc2c([nH]c3ccccc3c2=O)O1 (stereo not drawn)	-0.7	1	4	-2	-1.3	-3	-6	1	0.5
CC(C)c1ccc(OCc2cccc(C(=O)N/N=C/c3cccnc3)c2)cc1	.	5	-7	-2	0.8	5	3	12	0.3
CC(C)C(NC(=O)C1CCCCC1)C(=O)NC1CCN(Cc2ccccc2)CC1 (stereo not drawn)	1.3	-1	3	0	.	-2	1	7	0.7
Cc1ccc(NS(=O)(=O)c2ccc(CCC(=O)N3CCOCC3)cc2)cc1	0.2	14	-18	2	0.38	4	5	29	-0.2
O=C(NCc1nnc2n1CCCCC2)c1ccc(Cl)cc1Cl	-0.2	-1	1	-4	-0.37	0	4	-1	0.1
COC(=O)Nc1ccc(S(=O)(=O)NCc2ccccn2)cc1	1.1	-6	-5	-20	0.52	18	2	7	-1.1
Cc1cc(=O)[nH]c(SCC(=O)c2ccccc2)c1C#N	2.0	2	-9	2	0.32	-2	-13	3	-2.2

The list is partial, so the mix of outcomes need not match the whole.
